# IDE act: boosts human insulin-degrading enzyme activity in HEK cells | FAbeta-B cleavage, fluorescence polarization; 0% vehicle, 100% cell-free pure enzyme wells | activation, % at 5.96 µM | actives 0.073% (n = 340,000);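 active = activation above the mean of all tested compounds plus 3 SD, set per screening campaign, cut at about 17% in these data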
# Target sequence (P14735 whole entry, looked up): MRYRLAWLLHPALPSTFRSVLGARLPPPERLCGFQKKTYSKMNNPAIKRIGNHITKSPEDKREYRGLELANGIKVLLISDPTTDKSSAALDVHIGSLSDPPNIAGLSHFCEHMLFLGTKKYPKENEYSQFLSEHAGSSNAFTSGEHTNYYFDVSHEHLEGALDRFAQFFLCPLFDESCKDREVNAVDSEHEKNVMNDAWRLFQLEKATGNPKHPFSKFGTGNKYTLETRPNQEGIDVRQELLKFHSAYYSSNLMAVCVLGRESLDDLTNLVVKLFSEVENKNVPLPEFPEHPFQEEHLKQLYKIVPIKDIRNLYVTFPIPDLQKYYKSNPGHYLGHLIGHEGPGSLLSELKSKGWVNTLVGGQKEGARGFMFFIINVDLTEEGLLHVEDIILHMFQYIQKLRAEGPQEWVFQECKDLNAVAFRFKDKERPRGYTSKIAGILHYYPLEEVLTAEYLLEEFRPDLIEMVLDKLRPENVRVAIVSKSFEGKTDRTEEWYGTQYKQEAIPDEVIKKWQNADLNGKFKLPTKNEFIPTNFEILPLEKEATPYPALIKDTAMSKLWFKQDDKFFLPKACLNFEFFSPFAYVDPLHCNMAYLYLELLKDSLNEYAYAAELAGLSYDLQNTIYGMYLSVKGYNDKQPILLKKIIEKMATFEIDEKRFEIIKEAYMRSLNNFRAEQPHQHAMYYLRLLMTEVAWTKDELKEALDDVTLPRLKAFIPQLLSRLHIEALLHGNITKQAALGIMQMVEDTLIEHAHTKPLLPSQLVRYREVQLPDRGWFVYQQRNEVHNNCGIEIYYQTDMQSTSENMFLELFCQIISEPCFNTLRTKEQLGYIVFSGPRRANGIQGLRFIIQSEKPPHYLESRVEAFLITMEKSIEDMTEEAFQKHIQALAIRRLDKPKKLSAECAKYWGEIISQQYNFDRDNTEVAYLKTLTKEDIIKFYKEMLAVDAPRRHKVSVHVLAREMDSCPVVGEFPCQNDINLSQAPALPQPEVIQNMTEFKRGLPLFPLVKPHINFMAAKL
# GalR3 antag: antagonists of human GalR3. actives 0.44% (n = 360,000). HEK293 GalR3-CNG cAMP membrane potential fluorescence; galR3 body fused to GalR1 C-terminus. O60755. inhibition, % at 3 µM;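 active = inhibition above the screen-wide average plus 3 SD, cut at about 13% in these data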;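 note: forskolin and galanin both at EC90 stimulate the cells; cAMP rise reported by CNG channel membrane potential dye signal; 0% = forskolin plus galanin with DMSO and 100% = forskolin alone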
# CRFBP-R2 block: blocks CRF-induced signaling of the CRF-BP/CRF-R2 complex; HEK293 CRF-R2/CRF-BP, CRF-induced calcium fluorescence; inhibition, % at 11.8 µM; actives 0.59% (n = 350,000); AID 588475;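 active = inhibition of the ligand-induced calcium signal above about 50% at the single tested concentration, limit read from the data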
# * = called active by the depositor. A portion of the library; rates above refer to the full screens.
# Every second line gives: IDE act | GalR3 antag | CRFBP-R2 block
O=C1N=C(N2CCOCC2)SC1=Cc1ccco1
    2 | -6 | 2
CCN(CC(=O)Nc1c(F)cccc1F)C(=O)Cc1sc(C)nc1-c1ccc(F)cc1
    3 | 1 | 4
CCOC(=O)C1=CN(CC)CCC1=O
    0 | -6 | -8
CN(C(=O)c1ccc(NC(=O)Cc2cccc(NC(=O)C3CCN(C(=O)C4CCCCC4)CC3)c2)cc1)C1CC1
    0 | 1 | -14
C=CCN1C(=O)c2ccc(C(=O)N3CCC(C(=O)OCC)CC3)cc2C1=O
    -1 | -4 | 0
Cc1[nH]nc(-c2cccnc2)c1N=NN(C)C
    0 | -5 | 4
Cc1ccc(CN2CC(C(=O)NCCCn3nc(C)cc3C)CC2=O)cc1 (configuration not stated)
    -2 | -3 | -4
O=C(NCCN1CCOCC1)C1CC(=O)N(c2cccc(C(F)(F)F)c2)C1 (configuration not stated)
    3 | 2 | 0
Cc1cc(C(=O)CN2C(=O)NC3(CCCCCC3)C2=O)c(C)n1C
    -2 | -2 | -2
O=C(Nc1ccccc1)P(=O)(O)c1ccccc1
    6 | -5 | 29
O=C(NN=Cc1ccccc1O)C(O)c1ccccc1 (configuration not stated)
    4 | -5 | -5
O=C(NCc1ccccn1)c1cccc(S(=O)(=O)Nc2ccc(F)cc2)c1
    4 | -3 | 4
C[C@H]1CN(S(=O)C(C)(C)C)[C@@H](CCO)/C1=C\CCO (some centres not stated)
    3 | -6 | -12
CC1CCCCN1N=Nc1nc2c([nH]1)c(=O)n(C)c(=O)n2C (configuration not stated)
    3 | -6 | 14
CCCCN(Cc1nc2ccccc2c(=O)[nH]1)C(=O)c1nn(C)c(=O)c2ccccc12
    -3 | -1 | -39
O=S1(=O)c2ccc(Br)cc2OC(COCc2ccccc2)CN1Cc1ccccc1 (configuration not stated)
    0 | -3 | -16
CCCCN1CC(COCc2ccccc2)Oc2cccc(Oc3cc(C)c(C)c(C)c3)c2S1(=O)=O (configuration not stated)
    -3 | -4 | 3
CC(=O)Nc1ccc(S(=O)(=O)NCC2CC3CCC2C3)cc1 (configuration not stated)
    3 | -2 | 1
COC(=O)CSc1nc(SC)nc2c1sc1nc(-c3ccco3)c3c(c12)CC(C)(C)OC3
    6 | -4 | 4
CC(Sc1nnc(C2CC2)n1-c1ccccc1)C(=O)N1CCCC1 (configuration not stated)
    -5 | -5 | 3
COc1ccc2[nH]c3c(c2c1)CCN1C(=O)C(CC(=O)NCc2ccc(OC)c(OC)c2)C[C@H](C(=O)N2CCCCC2)[C@@]31CCc1ccccc1 (some centres not stated)
    1 | -4 | 17
CCCCN1CC(COCc2ccccc2)Oc2cccc(Oc3ccc(OC)cc3)c2S1(=O)=O (configuration not stated)
    3 | -4 | 0
COc1ccc([C@@]23Oc4cc(OC)cc(OC)c4[C@]2(O)[C@H](O)[C@H](C(=O)N(C)C)[C@H]3c2ccccc2)cc1
    4 | 2 | 1
CCOC(=O)C1(C(=O)OCC)COC(=O)C2(CC)OC21 (configuration not stated)
    0 | 0 | -21
N=C(N1CCCc2ccccc21)N1CCCc2ccccc21
    0 | -6 | -11
Cc1ccc(C)c(NC(=O)CN(C)C(=O)c2ccc3ncsc3c2)c1
    9 | -2 | 1
NC(=O)c1ccsc1NC(=O)CN1CCN(S(=O)(=O)c2ccccc2C(F)(F)F)CC1
    2 | -5 | -13
COc1ccc(CCNC(=O)COC(=O)Cc2cccc(F)c2)cc1
    3 | -4 | 13
CCN(CC)S(=O)(=O)c1ccc(N2CCOCC2)c(NC(=O)CSCc2c(C)noc2C)c1
    0 | -4 | 7
CC(=O)C1CCC2C3CCC4=CC(=O)C=CC4(C)C3CCC12C (configuration not stated)
    -10 | -6 | 8
O=C(CCCCC(=O)NN=Cc1ccccc1O)NN=Cc1ccccc1O
    -1 | 5 | -4
CC(=O)C1=CN(CC2CCCCC2)CCC1=O
    -1 | 1 | -5
CC(C)(C)OC(=O)N1CCCC(C(=O)Nc2cccc(C(=O)N3CCCCC3)c2)C1 (configuration not stated)
    -2 | -8 | -2
CCCCCC1CC(=O)NC1(C(=O)OCC)C(=O)OCC (configuration not stated)
    7 | -4 | -9
Cc1cc(NC(=O)C(C)SCC(=O)N(C)CC(=O)Nc2ccccc2C(F)(F)F)no1 (configuration not stated)
    7 | -3 | 3
CC[C@]12C(=O)N(C)C[C@H]([C@@H]3C(=O)N(C)C(=O)[C@@H]31)N2C(=O)c1ccccc1
    5 | -6 | -5
CCN(C(=O)COC(=O)CCS(=O)(=O)c1ccccc1)c1c(N)n(Cc2ccccc2)c(=O)[nH]c1=O
    6 | -5 | -9
CC(C)(C)c1ccc(C(=O)NCCC(=O)Nc2ccc3c(c2)OCCO3)cc1
    -4 | -2 | 5
COc1ccccc1C(=O)NC(CCSC)C(=O)OCC(=O)N1CCN(S(=O)(=O)c2ccc(C)cc2)CC1 (configuration not stated)
    4 | 2 | 8
CCOc1ccccc1OCCCC(=O)Nc1ccc(S(=O)(=O)Nc2cc(C)nc(C)n2)cc1
    -2 | -5 | 4
O=C1NCC(Nc2ccccc2)C(=O)N1 (configuration not stated)
    7 | -4 | 3
CC(=O)NC12CC3CC(C1)CC(C(=O)Nc1ccc(C)c(S(=O)(=O)N4CCCCCC4)c1)(C3)C2
    5 | -3 | -12
O=C(CN1CCSC1=O)Nc1ccc(N2CCOCC2)cc1
    2 | -4 | -3
COc1cccc(CN(CCC(C)C)S(=O)(=O)c2cc(Br)ccc2Br)c1
    2 | -5 | -17
COc1cccc(/C=C/C(=O)OCC(=O)N2c3ccccc3CC2C)c1OC (configuration not stated)
    3 | -7 | 8

# Random excerpt: 5 entries already listed.
# Every second line gives: IDE act | GalR3 antag | CRFBP-R2 block
Cc1cc(C(=O)CN2C(=O)NC3(CCCCCC3)C2=O)c(C)n1C
    -2 | -2 | -2
Cc1cc(NC(=O)C(C)SCC(=O)N(C)CC(=O)Nc2ccccc2C(F)(F)F)no1 (configuration not stated)
    7 | -3 | 3
O=C1N=C(N2CCOCC2)SC1=Cc1ccco1
    2 | -6 | 2
COc1cccc(/C=C/C(=O)OCC(=O)N2c3ccccc3CC2C)c1OC (configuration not stated)
    3 | -7 | 8
CC(C)(C)OC(=O)N1CCCC(C(=O)Nc2cccc(C(=O)N3CCCCC3)c2)C1 (configuration not stated)
    -2 | -8 | -2

# Next section.
# Every second line gives: IDE act | GalR3 antag | CRFBP-R2 block
CC(NC(=O)COC(=O)C1=NN(c2ccccc2)C(=O)CC1)c1ccccc1 (configuration not stated)
    5 | -2 | 2
CN(CCc1ccccc1)C(=O)c1cccc(NC(=O)Cc2cccc(NC(=O)C3CCN(C(=O)C4CCCCC4)CC3)c2)c1
    6 | -7 | 2
CC1OC(c2ccccc2)OC2COC(c3ccccc3)OC12 (configuration not stated)
    -1 | -2 | -2
CCOC(=O)C1=C(C)N(C[C@@H]2CC[C@@H](Cc3ccc(-c4ccccc4)cc3)O2)C(=O)NC1C1CC1 (some centres not stated)
    3 | -6 | 0
O=C(Cn1nc(C(=O)O)c2ccccc2c1=O)Nc1cccc(S(=O)(=O)N2CCCC2)c1
    5 | 8 | 9
O=C1C=CC(=O)N1c1ccccc1N1C(=O)C=CC1=O
    -31 | 4 | 97*
NC(=O)c1ncn([C@@H]2O[C@H](CN=C3NS(=O)(=O)c4ccccc43)[C@@H](O)[C@H]2O)n1
    0 | -2 | -16
CC(=O)c1cccc(-c2ccc(CN3C(CC(C)C)C(=O)N(Cc4cn(CC5CCCCC5)nn4)CCS3(=O)=O)cc2)c1 (configuration not stated)
    -3 | -1 | -30
CN(c1ccccc1)S(=O)(=O)c1ccc(Cl)c(C(=O)OCC(=O)c2c(N)n(C)c(=O)n(C)c2=O)c1
    6 | -5 | 15
CC(C)(C)OC(=O)N1CCC(C(=O)Nc2ccc(C(=O)NC3CC3)cc2)CC1
    3 | 6 | -2
C[C@H](O)[C@@H]1C(=O)N2CCc3ccc(-c4ccccc4)cc3[C@@H]2C[C@@H]1N(C)C(=O)Nc1cc(Cl)cc(Cl)c1
    2 | -5 | 2
CCOc1cc(N2CCOCC2)c(OCC)cc1NC(=O)c1cc(S(=O)(=O)N2CCOCC2)ccc1Cl
    3 | -5 | -9
CCN(CC(=O)Nc1ccccc1OC)C(=O)COc1ccc(C#N)cc1
    8 | 2 | 4
CSc1nc2[nH]c(=O)n(O)c(=O)c2n1Cc1ccccc1
    0 | 8 | -3
O=C(Cc1cccc(NC(=O)C2CCCN(C(=O)C3CCCCC3)C2)c1)Nc1cccc(C(=O)N2CCOCC2)c1 (configuration not stated)
    2 | -8 | 0
COc1ccccc1-c1cccc([C@@H]2C[C@H]3[C@H](CON3C)CN2Cc2cc(Cl)cc(Cl)c2)c1
    4 | 0 | -18
O=S(=O)(c1cccs1)N1CCN(CCOc2ccccc2)CC1
    2 | -1 | -7
Nc1ccc2ccccc2c1C(=O)c1ccccc1
    7 | -5 | -3
CC(C)CCCCCCCCCCCCC(=O)NCC(=O)NC1C(C)OC(Nc2ncnc3nc[nH]c23)C(O)C1O (configuration not stated)
    2 | -7 | 16
CC(Sc1nnc(CN2CCCC2)n1Cc1ccccc1)C(=O)Nc1ccc(F)c(F)c1F (configuration not stated)
    0 | -8 | -11
N#Cc1c(-c2ccc(F)cc2)c(-c2ccc(F)cc2)nn(CCO)c1=O
    2 | -7 | 25
O=C(c1ccccc1)N1CCN(C(=O)c2ccccc2)c2ccccc21
    5 | 0 | -7
c1ccc(CN(CCN2CCOCC2)Cc2ccccc2)cc1
    2 | 0 | 6
COC(=O)[C@@H](NCc1ccc(B(O)O)cc1)C(C)C
    3 | -1 | 17
CCc1nc(SCC(=O)N2CCc3ccccc32)c2oc3ccccc3c2n1
    5 | 4 | -11
CCOC(=O)N(Cc1ccccc1)C1CC1
    4 | -5 | -8
COc1ccc(OC)c(NC(=O)CSc2ncnc3sc(C)cc23)c1
    4 | -7 | -3
CC(C)=CCC/C(C)=C/CNC(=O)C[C@H]1C[C@H](C(=O)N2CCCCC2)[C@@]2(C)c3[nH]c4cc(-c5ccco5)ccc4c3CCN2C1=O
    7 | -7 | 5
Cc1cccc(N2C(=O)C=CC2=O)c1
    -8 | -6 | 32
COCCCNC(=O)C[C@H]1C[C@H](C(=O)N2CCCCC2)[C@@]2(CCc3ccccc3)c3[nH]c4ccc(Cl)cc4c3CCN2C1=O
    2 | -5 | 2
C#CCN1C=C(C(=O)OCC)C(C)N(Cc2ccccc2I)S1(=O)=O (configuration not stated)
    2 | -11 | 13
COc1cccc(C=NN2CCCCCC2)c1OC
    7 | -3 | 0
CC(C)(C)S(=O)(=O)N1C[C@H]2CC/C=C\C/C(c3ccccc3)=C\2[C@@H]1CCO
    2 | -8 | -27
O=C(O)Cc1sc(=O)[nH]c1O
    3 | -2 | 20
CCN(CC)C(=O)[C@H]1CC(CC(=O)NCCN2CCOCC2)C(=O)N2CCc3c([nH]c4ccc(OC)cc34)[C@]12C (some centres not stated)
    3 | -6 | 2
Cc1cccc(C(=O)Nc2cc(S(=O)(=O)N3CCOCC3)ccc2N2CCCC2)c1
    -1 | -3 | 2
O=C(Nc1cccc(S(=O)(=O)N2CCOCC2)c1)c1cccc(S(=O)(=O)N2CCCCC2)c1
    1 | 1 | 5
COC(=O)c1cccc(NC(=O)CCCN2C(=O)NC3(CCCC3)C2=O)c1
    -6 | -3 | -4
O[C@@H]1Cc2ccccc2O[C@H]1c1ccccc1
    2 | 1 | 0
CCOC(=O)C1=CNS(=O)(=O)NC1c1ccc(Br)cc1F (configuration not stated)
    5 | -4 | 3
Cc1cc(C(=O)OCC(=O)Nc2ccccc2C#N)c(C)o1
    3 | -2 | 5
Cc1ccc(C=NNc2nc3c([nH]2)c(=O)n(C)c(=O)n3C)cc1
    -4 | -5 | -13
O=C1NC[C@H](Cc2ccccc2)N(CC2CCN(CCC3CCCC3)CC2)C1=O
    4 | -7 | -2
CCOC(=O)C1CCCN(C(=S)NC(=O)c2cc(Br)ccc2Cl)C1 (configuration not stated)
    2 | -4 | -3
CC(C)N(C(=O)[C@H]1C[C@H](CC(=O)NCC23CC4CC(CC(C4)C2)C3)C(=O)N2CCc3c([nH]c4cc(-c5ccco5)ccc34)[C@]12C)C(C)C
    7 | -5 | 11
COc1ccc(C(=O)Nc2cc(Cl)ccc2N2CCOCC2)cc1S(=O)(=O)N1CCOCC1
    -1 | 3 | 5
CC12CCC(O)CC1=CCC1C2CCC2(C)c3[nH]ncc3CC12 (configuration not stated)
    2 | -5 | -11
COc1ccc(C2(OC)Oc3cc(OC)ccc3C(=O)C2(O)OC)cc1 (configuration not stated)
    -1 | -3 | -9
CC(SC(C)C(=O)NN=Cc1c[nH]c2ccccc12)C(=O)NN=Cc1c[nH]c2ccccc12 (configuration not stated)
    -4 | 0 | -2
NS(=O)(=O)c1ccc(NC(=O)CSc2nc3c(cnn3-c3ccccn3)c(=O)[nH]2)cc1
    2 | 2 | 7
Cc1ccc(S(=O)(=O)Oc2ccccc2[N+](=O)[O-])cc1
    1 | -5 | 2
N#CCC(=O)Nc1ccc(C(=O)NNC(=S)NC2CC2)cc1
    3 | -5 | 1
CC1CC(C)CN(C(=O)C(C)N2CCN(S(=O)(=O)c3ccc(C(F)(F)F)cc3)CC2)C1 (configuration not stated)
    0 | 0 | -4
CC[C@]12c3[nH]c4ccc(OC)cc4c3CCN1C(=O)C(CC(=O)NCCN1CCOCC1)C[C@@H]2C(=O)N1CCN(C(=O)C2CC2)CC1 (some centres not stated)
    0 | -5 | -2
COc1ccc2c(ccc[n+]2[O-])c1
    -1 | -4 | 19
COc1ccccc1Nc1cc(C)nc(Nc2ccccc2OC)n1
    -1 | -3 | -10

# Bioassay records from PubChem.
